# phage Ecoli inh: E. coli growth loss with phage present; growth absorbance; actives 0.26% (n = 360,000); inhibition, % at 11.9 µM; in the data active means inhibition above about 11%
# Mot1-301 SUMO: SUMOylation pathway inhibition by Mot1-301 growth rescue | AID 2716 | growth rescue, % at 18.8 µM | actives 1% (n = 320,000) | S. cerevisiae Mot1-301 growth rescue, ATP luminescence, 38.5C; percent above DMSO median, 100 means doubled;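 active means every valid replicate shows activation above 250% relative to neutral control wells; inactive means the rest, any valid replicate at or below 250%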;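 further: OY570 slx delta 5 strain wells were the positive control but not used for scaling; some compounds called inactive have numbers as strong as hits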
# Ecoli viability: reduces bacterial viability in AddAB counter-screen | actives 0.27% (n = 330,000) | inhibition, % at 11.9 µM | E. coli V3065 growth, OD600 absorbance, 18 h;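 active means inhibition above the campaign's mean inhibition across all tested compounds plus 3 SD, cut at about 9.9% in these data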;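 further: uninfected addAB+ strain grown without phage in ampicillin broth; 0% = DMSO wells and 100% = ciprofloxacin 0.95 µg/ml wells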
# PKA-R1A act: activators of PKA-R1A complex | P00514+P68181 | AID 504707 | actives 0.083% (n = 340,000) | activation, % at 11.4 µM | PKA-R1A dissociation, Cy5-IP20 fluorescence polarization; scaled: DMSO 0%, 113 µM cGMP 100%;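 active means percent activation above the mean of all tested compounds plus 3 SD, cut at about 19% in these data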;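 further: higher means more PKAc released from R1A so a rise in polarization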
# HTR5A ag: activates human HTR5A in OPRM1-OPRD1 agonist counter-screen; P47898; actives 0.61% (n = 340,000); activation, % at 9.3 µM; AID 504692; HTR5A agonist assay, luminescence, cell-based; in the data active means activation mostly above about 9.5%, no sharp cut-off; inactive means mostly below about 7.6%;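 further: 0% = cells with vehicle only and 100% = reference agonist; strong numbers were not always called active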
# Target sequence (P47898 whole entry, looked up): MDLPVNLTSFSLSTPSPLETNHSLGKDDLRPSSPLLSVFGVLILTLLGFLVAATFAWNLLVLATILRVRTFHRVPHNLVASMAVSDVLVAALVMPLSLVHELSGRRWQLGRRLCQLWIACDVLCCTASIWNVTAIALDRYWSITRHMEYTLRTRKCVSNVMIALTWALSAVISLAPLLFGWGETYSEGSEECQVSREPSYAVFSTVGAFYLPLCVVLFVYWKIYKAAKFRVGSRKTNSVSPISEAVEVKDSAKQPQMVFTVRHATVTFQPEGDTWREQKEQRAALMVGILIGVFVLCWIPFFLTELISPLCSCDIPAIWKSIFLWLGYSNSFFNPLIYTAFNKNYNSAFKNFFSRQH
# AddAB inh: less growth of phage-infected E. coli with AddAB | inhibition, % at 11.9 µM | actives 0.29% (n = 330,000) | E. coli expressing H. pylori AddAB, absorbance growth; in the data active means inhibition above about 12%;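 further: 0% = vehicle wells of infected cells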
# PKA-R2B act: PKA-R2B complex activation | P22694+P31323 | PKA-R2B holoenzyme dissociation, Cy5-IP20 fluorescence polarization; R2B truncated from residue 108, S112A mutant; 0% DMSO only, 100% 113 µM cGMP | activation, % at 11.4 µM | actives 0.079% (n = 340,000) | AID 504700;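 active means activation above a cutoff set at the mean over all compounds plus 3 SD, cut at about 18% in these data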;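 further: higher means more holoenzyme dissociation and a rise in polarization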
# Tat transport: blocks Tat-dependent protein export in E. coli; inhibition, % at 10 µM; actives 0.036% (n = 340,000); E. coli MC4100 TorA-mCherry Tat export, fluorescence; AID 488895;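 active means mean replicate inhibition at least 50% and at least half of replicates individually reaching 50%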;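 further: exported cargo escapes ClpAP degradation while cytoplasmic cargo is degraded and loses fluorescence; 0% = median of neutral control wells and 100% = median of NaSCN control wells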
# HTR5A inv ag: HTR5A inverse agonism, opioid heterodimer counter-screen; HTR5A cell line, luminescence; P47898; actives 0.083% (n = 340,000); AID 504634; inhibition, % at 9.3 µM; in the data active means inhibition mostly above about 23%, no sharp cut-off; inactive means mostly below about 18%;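 further: 0% = cells with DMSO and 100% = no-cell wells with DMSO; some compounds called inactive have numbers as strong as hits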
# CDK5 inh: CDK5/p35 (human) kinase inhibition; Q00535+Q15078; actives 0.01% (n = 330,000); Recombinant CDK5/p35, ADP-Glo luminescence, 60 min; inhibition, % at 10 µM;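 active means highest replicate inhibition of at least 50% and at least 75% of replicates reaching 50%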;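 further: plate controls were DMSO neutral control for no effect and GW8510 at 10 µM for full effect; many of its hits are not listed in these tables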
# DAGLB inhibitor: diacylglycerol lipase beta (human) inhibition. actives 0.059% (n = 340,000). HEK293T DAGLB membrane lysate, EnzChek fluorogenic substrate. AID 504411. inhibition, % at 5.17 µM; in the data active means inhibition above about 34%;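 further: 0% = enzyme with vehicle and 100% = wells lacking enzyme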
# Target sequence (Q8NCG7 whole entry, looked up): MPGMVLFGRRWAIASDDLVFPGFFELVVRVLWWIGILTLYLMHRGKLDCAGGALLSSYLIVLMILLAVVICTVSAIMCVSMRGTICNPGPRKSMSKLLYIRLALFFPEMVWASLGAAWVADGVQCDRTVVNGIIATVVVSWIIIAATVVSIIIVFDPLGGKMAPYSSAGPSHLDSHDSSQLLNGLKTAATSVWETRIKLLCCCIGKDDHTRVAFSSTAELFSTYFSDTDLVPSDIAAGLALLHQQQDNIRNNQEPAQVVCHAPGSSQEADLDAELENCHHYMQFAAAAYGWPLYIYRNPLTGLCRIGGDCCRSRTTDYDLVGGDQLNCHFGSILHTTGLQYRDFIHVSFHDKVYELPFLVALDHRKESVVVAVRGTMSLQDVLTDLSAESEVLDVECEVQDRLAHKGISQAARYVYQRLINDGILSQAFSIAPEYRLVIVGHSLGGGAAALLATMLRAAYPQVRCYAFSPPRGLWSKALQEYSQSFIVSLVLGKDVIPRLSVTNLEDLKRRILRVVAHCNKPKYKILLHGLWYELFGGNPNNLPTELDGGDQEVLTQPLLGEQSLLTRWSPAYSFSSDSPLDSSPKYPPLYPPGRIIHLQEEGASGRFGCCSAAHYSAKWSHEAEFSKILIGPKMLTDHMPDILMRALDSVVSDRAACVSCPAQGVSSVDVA
# An asterisk follows results filed as active; nt = no result given.
SMILES,phage Ecoli inh,Mot1-301 SUMO,Ecoli viability,PKA-R1A act,HTR5A ag,AddAB inh,PKA-R2B act,Tat transport,HTR5A inv ag,CDK5 inh,DAGLB inhibitor
CC(C)N1C(=O)C2ON(c3ccccc3)C(c3cccs3)C2C1=O (stereo unspecified),-0.3,-7,1.5,-3,-1,-0.5,4,9,3,-0.3,-3
CC(=O)c1ccc(NC(=O)CCSCCC(=O)Nc2ccc(C(C)=O)cc2)cc1,-1.3,111,-0.5,0,1,1.0,-8,-1,18,0.1,0
CCOC(=O)C1=C(C)NC(=O)NC1c1ccc([N+](=O)[O-])o1 (stereo unspecified),1.1,6,-1.8,-4,4,-1.5,-16,1,-12,0.7,4
O=C(Nc1cc(S(=O)(=O)Nc2ccc(Cl)cc2)ccc1N1CCCCC1)c1ccc(F)cc1,0.2,-9,-1.0,-13,-1,3.4,-13,3,-4,-6.1,-13
Cc1cc2nc(/C=C/c3nc4cc(C)c(C)cc4[nH]3)[nH]c2cc1C,0.6,-14,-1.6,9,5,-1.1,3,-4,-19,1.1,5
O=C(COC(=O)c1ccc(F)cc1F)NCc1ccc2c(c1)OCO2,3.0,0,1.7,-6,2,2.4,-15,16,-7,0.1,2
Cc1cnc(CN(C)C(=O)C2CCC(=O)N(CCc3cccc(F)c3)C2)[nH]1 (stereo unspecified),3.7,nt,-3.1,4,1,2.7,-3,7,-8,0.5,1
Cn1/c(=N/NC(=O)c2ccccc2Br)sc2ccccc21,3.0,3,1.8,-8,2,3.4,4,6,-7,-0.5,1
CCOC(=O)c1cnn(-c2ccccc2)c1-n1cccc1C(=O)C(=O)Nc1ccc(OC)cc1,3.2,5,1.6,-11,-3,3.4,2,-2,-10,-0.2,-8
CC1CCCC(NC(=O)c2cccc(S(=O)(=O)N3CCN(c4ccccc4)CC3)c2)C1C (stereo unspecified),5.1,-5,0.6,3,-1,-0.6,-2,-6,2,2.5,-2
CC(C)NC(=O)C(=O)Nc1cc2c3c(c1)C(C)C(=O)N3CCC2 (stereo unspecified),3.3,38,-3.1,-6,-4,2.4,2,2,1,1.0,0
Cc1ccccc1CN(C)C(=O)CNC(=O)c1ccc2ccccc2c1,0.1,146,-0.2,2,-1,-0.7,4,-1,4,-0.2,-5
CCOC(=O)c1c(NC(=O)CS(=O)(=O)c2cn(CC)c3ccccc23)sc2c1CCCCC2,1.1,76,-1.3,2,7,0.3,4,1,-22,0.6,-4
COC(=O)CNC(c1ccccc1)c1cc(Br)ccc1NS(=O)(=O)c1ccccc1 (stereo unspecified),4.4,-4,-0.3,-7,6,3.0,-6,-6,7,nt,0
Cc1nc2ccccc2n1S(=O)(=O)N(C)C,0.6,4,1.4,1,4,1.5,8,-5,19,2.0,2

# Grouped by structure, the compounds so far containing an NH in an aromatic ring (2)
SMILES,phage Ecoli inh,Mot1-301 SUMO,Ecoli viability,PKA-R1A act,HTR5A ag,AddAB inh,PKA-R2B act,Tat transport,HTR5A inv ag,CDK5 inh,DAGLB inhibitor
Cc1cc2nc(/C=C/c3nc4cc(C)c(C)cc4[nH]3)[nH]c2cc1C,0.6,-14,-1.6,9,5,-1.1,3,-4,-19,1.1,5
Cc1cnc(CN(C)C(=O)C2CCC(=O)N(CCc3cccc(F)c3)C2)[nH]1 (stereo unspecified),3.7,nt,-3.1,4,1,2.7,-3,7,-8,0.5,1

# Reprinted from the entries so far (5 entries):
SMILES,phage Ecoli inh,Mot1-301 SUMO,Ecoli viability,PKA-R1A act,HTR5A ag,AddAB inh,PKA-R2B act,Tat transport,HTR5A inv ag,CDK5 inh,DAGLB inhibitor
CC(C)NC(=O)C(=O)Nc1cc2c3c(c1)C(C)C(=O)N3CCC2 (stereo unspecified),3.3,38,-3.1,-6,-4,2.4,2,2,1,1.0,0
Cc1ccccc1CN(C)C(=O)CNC(=O)c1ccc2ccccc2c1,0.1,146,-0.2,2,-1,-0.7,4,-1,4,-0.2,-5
CCOC(=O)c1c(NC(=O)CS(=O)(=O)c2cn(CC)c3ccccc23)sc2c1CCCCC2,1.1,76,-1.3,2,7,0.3,4,1,-22,0.6,-4
COC(=O)CNC(c1ccccc1)c1cc(Br)ccc1NS(=O)(=O)c1ccccc1 (stereo unspecified),4.4,-4,-0.3,-7,6,3.0,-6,-6,7,nt,0
Cc1nc2ccccc2n1S(=O)(=O)N(C)C,0.6,4,1.4,1,4,1.5,8,-5,19,2.0,2

# Remaining list, next part
SMILES,phage Ecoli inh,Mot1-301 SUMO,Ecoli viability,PKA-R1A act,HTR5A ag,AddAB inh,PKA-R2B act,Tat transport,HTR5A inv ag,CDK5 inh,DAGLB inhibitor
CCOC(=O)C1CCN(C(=O)CCS(=O)(=O)c2ccc3c(c2)CC(C)N3C(=O)CC)CC1 (stereo unspecified),4.1,144,-1.7,-5,0,2.4,6,11,1,1.2,3
CCn1c(C(C)NC(=O)c2ccc(C)cc2)n[nH]c1=S (stereo unspecified),-1.2,3,0.5,-3,6,4.0,-16,-6,-4,0.2,0
CC1(C)CC(=O)C=C(NCc2ccc(C(=O)O)cc2)C1,2.8,-16,-0.4,0,4,0.7,12,1,24,1.2,-2
C/C(CC(=O)NCc1ccco1)=N\NC(=O)C(c1ccccc1)c1ccccc1,1.7,-2,-2.2,9,-1,-0.2,1,-4,4,0.0,-3
COc1c(C)cc(C(=O)C2CCCN(C(=O)Cn3ccc(C)n3)C2)cc1C (stereo unspecified),-0.5,-7,-1.4,-2,-7,2.2,-5,7,20,-3.3,-1
CCOc1ccc(Br)cc1S(=O)(=O)Nc1ccc(N2CCOCC2)cc1,-1.3,8,0.8,-5,6,-0.7,-8,5,14,-1.3,3
O=C(CNC(=O)c1cccs1)Nc1ccncc1,-0.2,-9,-0.2,-4,1,3.0,-1,-2,6,1.0,-1
C/C(=N/Oc1nc(C)cc(C)n1)c1ccccc1,4.1,257,-1.4,9,-3,1.9,3,-3,11,-1.3,2
Cc1c(OC(C)C(=O)NCc2ccccn2)ccc2c3c(c(=O)oc12)CCC3 (stereo unspecified),1.9,5,-2.2,9,-1,2.2,-2,-1,-8,-0.9,-2
Cc1ccccc1NC(=O)NCCCCc1ccccc1,1.7,-8,0.6,-4,2,-1.5,-4,-7,5,-5.8,-1
Cc1nc2sc(C(c3ccco3)N3CCN(c4ccccc4)CC3)c(O)n2n1 (stereo unspecified),2.7,-2,1.6,2,-4,-2.2,3,-11,-5,0.1,5
C=C(C)Cn1c(CCNC(=O)C(C)(C)C)nc2ccccc21,0.1,1,0.1,-3,10*,2.0,7,11,-4,-2.3,0
O=C(Nc1nccs1)c1ccccc1N=Cc1ccccc1,-0.5,3,-3.6,-10,-1,2.1,5,-1,3,0.3,-1
CN(C(=O)c1ccc(NC(=O)Cc2cccc(NC(=O)C3CCN(C(=O)C4CCCCC4)CC3)c2)cc1)C1CC1,-2.0,nt,nt,3,1,nt,8,-8,-4,0.3,-1
Cc1cc(/C=N/O)c(C)n1-c1ccccc1,4.3,-1,-2.6,-12,-3,0.3,-3,1,34,1.8,0
COc1ccc2c(c1)C(=NO)c1cc(OC)ccc1-2,0.9,28,0.0,-2,3,4.3,10,4,-20,0.0,0
COc1cccc(CC2CC(=O)N(CCc3ccc4c(c3)OCO4)C2=O)c1 (stereo unspecified),1.4,-1,0.2,2,-5,1.9,5,9,11,-0.4,-3
O=C(CCC(=O)NC1CCCCCC1)Nc1nnc(C(F)(F)F)s1,4.6,-26,-0.7,14,0,0.2,4,-3,-12,-1.9,3
O=C(Nc1ccn(-c2ccccc2)n1)c1ccccc1Br,4.1,20,-0.9,1,-6,1.7,4,2,16,1.8,-3
OCC1(Cc2ccc(F)cc2)CCCN(Cc2ccc(F)cc2Cl)C1 (stereo unspecified),0.8,-3,0.1,-1,4,1.2,0,1,-26,0.0,-12
O=C(O)c1ccc(OCC(F)(F)F)nc1,1.6,-13,-1.6,-6,4,2.7,3,7,6,0.3,0
CCCN1CCN(S(=O)(=O)c2ccc(-c3cc(C)no3)s2)CC1,0.8,10,1.9,-10,-3,1.9,8,-9,-18,nt,-2
C(=C\n1nnc2ccccc21)/c1ccccn1,1.7,9,2.2,7,-1,4.3,4,-38,4,1.5,-2
CN(C)C(=O)c1ccc2c(c1[N+](=O)[O-])C(=O)c1ccccc1C2=O,3.1,56,1.4,-2,1,5.1,-10,6,-3,1.4,3
COc1ccc(OCc2cc(C(=O)NCC3CCCCO3)no2)c(Cl)c1 (stereo unspecified),4.8,-7,1.0,6,2,1.9,-2,0,-3,nt,-8
COc1cc(-c2nnc(COC(=O)CSCC(=O)Nc3cc(C)on3)o2)cc(OC)c1OC,3.6,nt,0.8,-1,-5,0.6,1,-5,12,1.1,0
N/C(=N\OC(=O)Oc1ccccc1)c1cccc([N+](=O)[O-])c1,2.7,13,-3.0,-18,-4,1.1,2,-10,10,0.1,-1
Fc1cc2[nH]c(=S)[nH]c2c(Br)c1N1CCSCC1,1.9,24,-0.5,11,-2,1.7,4,-4,9,8.3,2
COc1ccc(-c2cc(-c3ccccc3)n3ncnc3n2)cc1,0.1,80,-0.8,-10,-7,2.9,-14,2,11,0.7,-2
CCOC(=O)C1=CN(CC)CCC1=O,4.1,nt,nt,-11,-4,nt,6,1,13,-2.1,-1
CCN(CC(=O)Nc1c(F)cccc1F)C(=O)Cc1sc(C)nc1-c1ccc(F)cc1,1.1,nt,nt,0,-1,nt,-6,-4,7,0.5,0
FC(F)Sc1ccc(-n2c(-c3ccc(Cl)cc3)c[n+]3c2CCC3)cc1,-0.2,3,0.1,0,2,-1.7,-5,-1,-6,1.8,0
COc1ccc(NC(=O)CSc2nc3c(c(=O)n2-c2ccc(F)cc2)SCC3)c(OC)c1,1.5,-1,-4.5,-14,8,0.8,-11,13,-19,-1.1,5
NCCCC(=O)N1c2ccccc2Sc2ccc(Cl)cc21,3.0,8,0.3,5,-2,3.0,4,-2,8,0.4,-1
Cc1cc(C(=O)CSc2nnc(-c3cccc(F)c3)n2N)c(C)n1Cc1ccc2c(c1)OCO2,1.4,-5,-0.3,-3,5,0.8,6,-2,-7,-4.8,-1
COc1ccc(Oc2ccccc2C#N)cc1,5.4,1,-0.6,-8,8,3.6,-9,-1,-4,1.6,-6
O=C(NC(=S)NNC(=O)c1ccccc1O)c1ccc(F)cc1,10,12,16*,6,0,13*,-7,5,0,-1.3,9
O=C1N=C(N2CCOCC2)SC1=Cc1ccco1,1.0,nt,nt,1,-4,nt,-8,0,14,0.1,3
CCc1ccc(-n2c(Cn3nc(C(F)(F)F)cc3C)n[nH]c2=S)cc1,2.0,1,-3.8,-6,-7,0.1,3,-10,14,0.7,-2
O=C(COC(=O)c1ccc(OC(F)(F)F)cc1)NCCN1C(=O)CSC1=O,0.5,-1,-0.9,-8,0,-0.4,2,-3,3,-0.7,0
COc1ccccc1CCNC(=O)CSc1nc(=O)[nH]c2c1CCC2,3.0,83,-0.5,6,3,-2.4,-5,3,-21,-0.3,1

# Screening data (PubChem BioAssay)
